# Screening data from PubChem BioAssay.
# PV pol inh – poliovirus RNA polymerase inhibition; % elongation, % (compound at 16.7 µg/mL); P03300; 0.66% of 150,000 active; poliovirus polymerase elongation, fluorescence polarization; hits give low values; in the data active = % elongation below about 90%; also: some results filed as inactive read as strong as hits
# Target sequence (P03300 1749-2209 limits assumed): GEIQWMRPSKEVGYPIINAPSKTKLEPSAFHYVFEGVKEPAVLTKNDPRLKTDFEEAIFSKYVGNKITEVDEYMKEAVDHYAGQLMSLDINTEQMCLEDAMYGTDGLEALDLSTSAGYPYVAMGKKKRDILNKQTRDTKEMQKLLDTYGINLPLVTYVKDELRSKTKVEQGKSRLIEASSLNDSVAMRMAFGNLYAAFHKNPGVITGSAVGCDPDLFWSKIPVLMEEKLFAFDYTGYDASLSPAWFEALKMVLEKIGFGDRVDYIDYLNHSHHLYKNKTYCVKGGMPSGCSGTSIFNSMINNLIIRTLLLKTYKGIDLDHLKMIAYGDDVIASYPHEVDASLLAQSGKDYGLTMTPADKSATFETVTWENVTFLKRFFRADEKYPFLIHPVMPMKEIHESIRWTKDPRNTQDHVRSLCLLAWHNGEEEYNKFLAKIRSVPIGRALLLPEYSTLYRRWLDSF
# PV pol inh FP z-score – further read-out of PV pol inh, marked with its call; z-score; measured here: FP z-score; hits read low
# * marks the source's active call; other numbers are inactive results; & = joins results of further samples.
SMILES	PV pol inh	PV pol inh FP z-score
CCOC(=O)c1sc(N)c(C#N)c1CSc1ncnc2sc3c(c12)CCC3	111	1.1
COc1ccc(C2=Nc3ccccc3NC(c3cccs3)=N2)cc1	101	-1.2
COc1cc2ncc(S(=O)(=O)c3ccccc3)c(N3CCN(c4ccccc4F)CC3)c2cc1OC	101	-0.4
CS(=O)(=O)c1nsc(S(C)(=O)=O)c1C#N	101	0
CCn1c(Cn2nc(C(=O)O)c3ccccc3c2=O)nc2cc(S(=O)(=O)N(C)C)ccc21	93	-1.4
C#CC(CC)(CC)NC(=O)COc1ccccc1Cl	98	-0.6
Cc1cc(C)cc(NC(=O)Cc2c(C(=O)O)c(C)cn2C)c1	108	0.4
Cc1nc(-c2ccc(S(=O)(=O)N(C)Cc3ccccc3)cc2)co1	110	0.7
COCCn1c(=C(C#N)C#N)s/c(=C/c2ccc(C)s2)c1=O	34	-6.5
CC(C)c1ccc(CNC(=O)c2ccc(N3CCCC3)c(NC(=O)NCc3ccccc3)c2)cc1	103	-0.4
O=C(Nc1ccccc1)c1ccc(N2C(=O)CCC2=O)cc1	101	0
C(=N\n1nnnc1Nc1ccccc1)/c1ccc(OCc2ccccc2)cc1	104	0.2
COc1ccc(N2CCN(C(=O)CCS(=O)(=O)c3ccc4c(c3)NC(=O)CO4)CC2)cc1	103	0.8
c1ccc(Cc2ccccc2-c2nnc(-c3cccnc3)o2)cc1	105	0.3
CN1CCN(c2ncnc3c2cnn3-c2ccccc2)CC1	101	-0.3
Cc1ccc2c(cnn2C(=O)CCC(=O)NCc2ccccc2)c1	103	0.6
O=C(OC1(C(F)(F)F)C(=O)Nc2cc3c(cc21)OCCO3)c1ccc(S(=O)(=O)N2CCCCCC2)cc1 (stereo unspecified)	104	0.3
CCCN1CCN(CCCNC(=O)c2ccc3c(c2)sc2nc(-c4ccc(C)cc4)cn23)CC1	103	-0.7
Cc1cc2c(cc1S(=O)(=O)N1CCOCC1)n(C)c(=O)c(=O)n2C	102	-0.4
CCOCCCNC(=O)C1CCN(c2cc(C)nc3c(-c4ccc(Cl)cc4)c(C)nn23)CC1	109	1.1
FC(F)(F)c1cccc(NC(=S)N2CCn3cccc3C2c2cccnc2)c1 (stereo unspecified)	101	-0.4
CCN(CC)C(=O)C1CCN(S(=O)(=O)c2ccc(C)cc2)CC1	105	1.7
NNc1nc(-c2ccccc2)cc(-c2ccc(Br)cc2)n1	101	0.5
O=C(CCSc1nnc(-c2ccco2)o1)N1CCOCC1	101	-0.3
COc1ccc(OCC(=O)NCC2(N3CCN(C)CC3)CCCCC2)cc1	107	0
O=C1S/C(=C/c2ccccc2)C(=O)N1CC(O)Cn1c2ccccc2c2ccccc21 (stereo unspecified)	104	0.3
Cc1nonc1OCCN1CCN(c2cnn(-c3ccccc3)c(=O)c2Cl)CC1	101	0.1
C=CC(=O)N1CC2CC(C1)c1cccc(=O)n1C2 (stereo unspecified)	99	-0.6
CN(C)NC(=S)Nc1cccc(C(F)(F)F)c1	102	0.2
CC(C)OC(=O)n1c(=S)oc2ccccc21	99	-0.5
Cc1nn(S(=O)(=O)c2ccc(C(C)(C)C)cc2)c(C)c1S(=O)(=O)N1CCC(C)CC1	109	0.5
Cc1cccc(CC(=O)NC2CC(=O)N(c3ccccc3)C2)c1 (stereo unspecified)	108	0.2
CCOc1ccc(NC(=O)c2ccc(Br)o2)cc1	101	-0.2
CN(C(=O)COC(=O)C1CC2C=CC1C2)C1CCCCC1 (stereo unspecified)	104	0.8
COc1cccc(CNC(=O)CCc2c(C)nc3c(c2C)c(=O)n(C)c(=O)n3C)c1	106	-0.3
FC(F)(F)c1cc(NC(=S)NC2CCCCC2)cc(C(F)(F)F)c1	105	0.4
CSc1nnc2c(n1)OC=Nc1ccc(Cl)cc1-2	101	-0.1
COc1cccc(CNC(=O)COCc2cc(-c3ccc4c(c3)OCO4)on2)c1	103	-1
CCOC(=O)CNc1nc2ccc(C)cc2n2cnnc12	103	0.4
CC1=Nc2cc(C(=O)NCc3ccc(C)cc3)ccc2Sc2ccc(Cl)cc21	104	-0.4
CC(C)(C)C(=O)OCc1nc(-c2ccc(Cl)cc2)cs1	107	0.4
COc1cc2ccc(=O)oc2c(OC2OC(CO)C(O)C(O)C2O)c1O (stereo unspecified)	103	0.2
c1cncc(-c2nc(-c3cccs3)cs2)c1	102	0.1
COc1ccc(C/C(=N/N=C(N)N)c2ccc(OC)cc2)cc1	103	1.6
CCCC(=O)n1nc(-c2ccco2)nc1NCc1ccccc1Cl	112	1
CCN1CCCC1CNc1ccc(S(=O)(=O)N2CCCC2)cn1 (stereo unspecified)	95	-1.1
CC1=CC(C)C(/C=N/O)C(C)C1 (stereo unspecified)	101	-0.1
N#CC(C#N)=Cc1cccn1-c1ccc(S(N)(=O)=O)cc1	101	-0.3
O=C(N/N=C1\CCc2ccccc21)c1ccc(F)cc1	106	0.4
CCN1CCc2nc3ccccc3c(C(=O)Nc3ccc(NC(C)=O)cc3)c2C1	106	0.7

# Next part
SMILES	PV pol inh	PV pol inh FP z-score
S=c1[nH]c2ccccc2n1Cc1ccccc1	96	-1.5
CCOC(=O)c1sc2ncn(CC(=O)Nc3ccc(OC)c(Cl)c3)c(=O)c2c1C	109	0.7
Cc1cc(C(=O)COC(=O)C2=NNC(=O)CC2)c(C)n1-c1ccccc1	101	-0.2
O=C(N=Nc1c2ccccc2c2nc3no[nH]c3nc12)c1ccccc1O	102	-0.1
N=C1SCC(=O)N1c1ccc(Cl)cc1	104	1
CC(=O)c1cccc(NS(=O)(=O)c2cc3c(cc2C)n(C)c(=O)c(=O)n3C)c1	112	1.3
CCc1ccc(-c2nc(=S)n(CN3CCN(S(=O)(=O)c4cccs4)CC3)[nH]2)cc1	104	0.4
CN(C)C=Nc1ccc(OC(F)F)c(Cl)c1	101	0.1
COc1ccc(N2CC(NC(=O)c3ccc4c(c3)OCO4)CC2=O)cc1OC (stereo unspecified)	108	0.4
Cc1nc2ncnn2c(C)c1CCC(=O)N1CCN(c2ccccc2)CC1	103	-1.1

# Some of these compounds in order of heavy-atom count, descending:
SMILES	PV pol inh	PV pol inh FP z-score
COc1cc2ncc(S(=O)(=O)c3ccccc3)c(N3CCN(c4ccccc4F)CC3)c2cc1OC	101	-0.4
CCn1c(Cn2nc(C(=O)O)c3ccccc3c2=O)nc2cc(S(=O)(=O)N(C)C)ccc21	93	-1.4
c1cncc(-c2nc(-c3cccs3)cs2)c1	102	0.1

# (cont.)
SMILES	PV pol inh	PV pol inh FP z-score
CCC1=C(c2ccc(C)cc2)S(=O)(=O)N=C1N1CCC(C(=O)NCCc2cccc(OC)c2)CC1	108	-0.6
N=C1/C(=C/c2ccc(OCc3ccc4c(c3)OCO4)cc2)C(=O)N=C2SC=CN12	103	0.2
Cc1nc2cccnc2n1-c1cccc(C(=O)NCCN(C)C)c1	106	-0.3
CCN(CC)S(=O)(=O)c1ccc(N=c2ccccn2C)cc1	106	0.5
O=c1c2c(nc3n1CCCS3)-c1ccccc1CC21CCCC1	102	0.2
O=C(O)c1ccc2c(c1)OCCOCCOCCO2	101	-0.2
CCC(=O)Nc1ccc(N2CCOCC2)cc1	101	-0.1
CC(C)(C)C(=O)c1cn(CC(=O)O)c2ccccc12	100	-0.2
COc1ccc(OC)c(CNCc2c(C(=O)O)n(Cc3cccc(F)c3)c3cc(OC)ccc23)c1	109	0.1
Cc1ccc(SCc2cc(=O)[nH]c(SCC(=O)n3c4ccccc4c4ccccc43)n2)cc1	103	0.4
CC(=O)c1ccc(NC(=O)Cn2cc(S(=O)(=O)Cc3ccccc3Cl)c3ccccc32)cc1	102	-0.8
O=C(Cn1c(-c2cccs2)cc2ccccc21)N1CCCCC1	102	-0.5
CCCNC(=O)c1cnn(-c2ccccc2)c1-n1cccc1	100	-1.7
CN(CCOC(=O)C1c2ccccc2Oc2ccccc21)Cc1ccccc1	103	0.3
CN(C)CCNC(=O)c1cc2c(s1)-c1ccccc1OC2	100	-0.6
CC1CN(C(=O)CCn2c(=O)oc3ccccc32)CC(C)O1 (stereo unspecified)	102	0.1
O=C(COCc1cc(-c2ccco2)on1)NCCN1CCOCC1	102	0.4
O=C(CN1CCN(S(=O)(=O)c2cc(C(F)(F)F)ccc2Cl)CC1)N1CCc2ccccc2C1	99	-0.3
Cn1ccsc1=NC(=O)c1ccc2c(c1)S(=O)(=O)c1ccccc1C2=O	107	-0.4
CCOCc1c(C(=O)Nc2cccc(C(=O)NC3CC3)c2)oc2ccccc12	104	0.2
COc1ccc(Cl)cc1NC(=O)CN(C(=O)c1ccco1)C1CCCCC1	103	0.6
COc1ccc(C2CC(=O)N(CC(=O)Nc3ccc4c(c3)OCO4)c3ccccc3S2)cc1OC (stereo unspecified)	105	1.8
Cc1ccc(CNc2ncnc3c2cnn3-c2ccc(C)cc2C)cc1	102	-0.9
CCOC(=O)c1cc(=O)c2ccc(OCc3ccccc3)cc2o1	100	-0.6
O=C(NCc1ccc(Cl)cc1)c1cccc(S(=O)(=O)N2CCCC2)c1	103	0.7
Cc1scc(CN2CCN(c3ccccc3F)CC2)c1C	112	1.1
O=c1[nH]c(C2CCCN(S(=O)(=O)c3cccc(Cl)c3)C2)nc2c1nnn2Cc1ccc(Cl)cc1 (stereo unspecified)	102	-0.1
O=C(OCC(=O)N1CCc2ccccc2C1)c1ccccc1O	102	0.3
Cc1ccccc1CSCCC(=O)NC1CCCCC1	103	0.6
c1cc(CNC2CC2)ccn1	101	-0.1
Cc1ccc(CNC(=O)CN2N=C(c3ccc(C)cc3)CCC2=O)cc1	113	0.6
Cc1ccc(CNC(=O)CSc2c3c(nc4ccc(Cl)cc24)CCCC3)cc1	102	-0.4
Cc1sc2ncn(CC(=O)c3ccccc3)c(=O)c2c1C	108	2.7
NC(N)=NC(N)=Nc1ccccc1Br	102	0.2
CCc1cccc(C)c1NC(=O)CSc1nnc(N)s1	106	0.6
CCn1c(SCC(=O)N2CCC(C)CC2)nnc1-c1ccccc1O	107&101	0.4&0.1
NC(=O)CN(c1ccc(Cl)cc1Cl)S(=O)(=O)c1ccccc1	103	0.1
Cc1noc(C)c1COc1cccc(C(=O)OC(C)C#N)c1 (stereo unspecified)	95	-0.8
CCOC(=O)Cn1cc(C#N)c2ccccc21	100	-0.5
COc1ccc(NC(=O)c2ccc(COc3ccc(C(C)C)cc3)o2)cc1	103	0.6

# Quoted from above (15 entries):
SMILES	PV pol inh	PV pol inh FP z-score
Cc1scc(CN2CCN(c3ccccc3F)CC2)c1C	112	1.1
O=c1[nH]c(C2CCCN(S(=O)(=O)c3cccc(Cl)c3)C2)nc2c1nnn2Cc1ccc(Cl)cc1 (stereo unspecified)	102	-0.1
O=C(OCC(=O)N1CCc2ccccc2C1)c1ccccc1O	102	0.3
Cc1ccccc1CSCCC(=O)NC1CCCCC1	103	0.6
c1cc(CNC2CC2)ccn1	101	-0.1
Cc1ccc(CNC(=O)CN2N=C(c3ccc(C)cc3)CCC2=O)cc1	113	0.6
Cc1ccc(CNC(=O)CSc2c3c(nc4ccc(Cl)cc24)CCCC3)cc1	102	-0.4
Cc1sc2ncn(CC(=O)c3ccccc3)c(=O)c2c1C	108	2.7
NC(N)=NC(N)=Nc1ccccc1Br	102	0.2
CCc1cccc(C)c1NC(=O)CSc1nnc(N)s1	106	0.6
CCn1c(SCC(=O)N2CCC(C)CC2)nnc1-c1ccccc1O	107&101	0.4&0.1
NC(=O)CN(c1ccc(Cl)cc1Cl)S(=O)(=O)c1ccccc1	103	0.1
Cc1noc(C)c1COc1cccc(C(=O)OC(C)C#N)c1 (stereo unspecified)	95	-0.8
CCOC(=O)Cn1cc(C#N)c2ccccc21	100	-0.5
COc1ccc(NC(=O)c2ccc(COc3ccc(C(C)C)cc3)o2)cc1	103	0.6

# Carrying on.
SMILES	PV pol inh	PV pol inh FP z-score
COc1ccc(C)cc1NC(=O)c1ccc2c(c1)N(Cc1cccc(Cl)c1)C(=O)c1ccccc1S2=O (stereo unspecified)	104	-0.3
O=C(CSc1oc(-c2ccco2)nc1S(=O)(=O)c1ccc(Br)cc1)c1ccccc1	102	-1.1
CC(C)NC(=O)CSc1nc2ccccc2s1	105	0.4
Cc1cc(C)c(OCC(=O)N(Cc2ccc(N(C)C)cc2)CC2CCCO2)c(C)c1 (stereo unspecified)	106	-0.1
O=C(C1CC(=O)N(c2ccc3c(c2)OCCO3)C1)N1CCN(c2ccccc2)CC1 (stereo unspecified)	97	-1.1
Cc1c(Cl)cn2c(=O)cc(CN3CCN(Cc4ccc5c(c4)OCO5)CC3)nc2c1Cl	100	-0.5
CCCSc1nnc(N)s1	102	0.1
CCCCC(=O)N1c2ccccc2NC2=C(C(=O)CCC2)C1c1ccccc1 (stereo unspecified)	102	0.3
COC(=O)CN1C(=S)N(Cc2ccccc2)C(=O)C1CC(=O)Nc1ccc(OC)cc1 (stereo unspecified)	102	0.1
CN(C)CCNC(=O)Cn1nc(C(F)F)cc1C1CC1	99	-0.7
CCCCOc1ccc(Cn2c(=O)sc3ccccc32)cc1OC	108	0.5
O=C(NCCc1ccccc1)c1cc2n(n1)C(C(F)(F)F)CC(c1ccc(Br)cc1)N2 (stereo unspecified)	102	0.1
O=C(NCc1ccco1)C1Sc2nnc(-c3ccccc3)n2NC1c1ccccc1 (stereo unspecified)	101	0
CCOc1ccc(/C(O)=C/C(=O)C(=O)Nc2ccc(S(=O)(=O)NC(C)=O)cc2)cc1	102	0.2
Cc1nn(-c2ccccc2)c2ncc(C(=O)c3ccccc3O)cc12	108	0.7
CC(C)C(CC(=O)O)c1c[nH]c2ccccc12 (stereo unspecified)	101	-0.1
Cc1oc2c(c1C(=O)NC1CCCCC1)C(=O)c1ccccc1C2=O	98	-0.8
COc1ccc(C2CC(=O)N(C)c3ccccc3S2)cc1OC (stereo unspecified)	101	0.3
CC(O)c1ccc(-c2ccc(CO)o2)cc1 (stereo unspecified)	103	0
O=C(NCc1cccc(F)c1)c1ccccc1NC(=O)c1nsc2ccccc12	105	-0.6

# An excerpt (hit frequency here may not be typical).
